Source: PubChem (National Center for Advancing Translational Sciences (NCATS))
D2 PAM = HTS Assay for Positive Allosteric Modulators of the Human D2 Dopamine Receptor: Primary Screen for Potentiators | potentiation, % at 10 µM | HEK293 T-REx D2, calcium flux, EC20 dopamine potentiation | 0.34% of 340,000 active;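 active = potentiation over 3 SD above the plate norm, cut at about 30% in these data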; note: 0% is about no effect
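Tetracycline-induced HEK293 T-REx cells force-coupled to calcium signalling expressed D2; compounds were pin-added after a 10 s baseline, read kinetically 180 s, then an EC20 dopamine challenge followed with a further 180 s calcium read.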
Glioma ERSR ind = qHTS for Inducers of the Endoplasmic Reticulum Stress Response (ERSR) in Human Glioma: qHTS | 0.02% of 420,000 active | U87-MG GRP78 promoter luciferase reporter, 16 h | AID 602332, 2012 | Potency, µM, inactives show at the highest dose activation, most hits filed as activators; note: potency is the fitted concentration of half-maximal effect; series mostly up to about 76 µM; % of control where 0% means no effect; nearly all actives have a fitted effect of over 35% in size
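Stably transfected U87-MG human glioma cells carrying a GRP78-based luminescent sensor were seeded at 1000 cells/well, pin-dosed with compounds and incubated 16 h. Luciferase reagent was then added, and end-point luminescence was read after 10 min at room temperature.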
Vif-A3F inh = qHTS for Inhibitors of Vif-A3F Interactions: qHTS; HeLa A3F-eYFP + Vif (tagged APOBEC3F with the HIV-1 protein that degrades it), YFP fluorescence increase; Potency, µM (titrated, usually from 46.1 µM), without a hit: at the highest dose activity, negative = active; 0.2% of 390,000 active; note: potency is the fitted concentration of half-maximal effect; % of control where 0% means no effect; nearly all actives have a fitted effect of over 65% in size
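HeLa cells stably expressing Vif plus C-terminally eYFP-tagged A3F were seeded, incubated overnight at 37 deg C, dosed with compound, incubated overnight again at 37 deg C. Yellow fluorescence (Ex 488/Em 500-530) reported blocked Vif-mediated A3F-eYFP degradation.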
Vif-A3G inh = qHTS for Inhibitors of Vif-A3G Interactions: qHTS | DNA dC->dU-editing enzyme APOBEC-3G (Homo sapiens), Q9HC16 | HeLa A3G-eYFP + Vif (tagged APOBEC3G with the HIV-1 protein that degrades it), YFP fluorescence, overnight | Potency, µM (titrated, usually from 46.1 µM), for inactives: top-dose activity, negative = active, hits mostly inhibitors | 0.076% of 410,000 active | AID 602310, 2012;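 note: potency is the fitted concentration of half-maximal effect; % is set by controls: 0 for no effect and ±100 for the full control effect; nearly all actives have a fitted effect of over 60% in size; hits raise eYFP signal because A3G escapes Vif-driven loss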
Target sequence (Q9HC16 whole entry, looked up): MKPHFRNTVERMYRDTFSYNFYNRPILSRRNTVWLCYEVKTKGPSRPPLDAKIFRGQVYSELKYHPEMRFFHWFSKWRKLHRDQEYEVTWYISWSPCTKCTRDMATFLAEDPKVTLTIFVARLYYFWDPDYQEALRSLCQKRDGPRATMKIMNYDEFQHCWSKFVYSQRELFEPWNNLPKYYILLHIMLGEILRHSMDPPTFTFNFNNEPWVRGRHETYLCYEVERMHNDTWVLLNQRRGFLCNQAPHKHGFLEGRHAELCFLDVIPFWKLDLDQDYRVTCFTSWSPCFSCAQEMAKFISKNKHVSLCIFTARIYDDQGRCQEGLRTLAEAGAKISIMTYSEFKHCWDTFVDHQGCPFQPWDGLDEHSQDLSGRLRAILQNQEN
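HeLa cells stably expressing Vif and C-terminally eYFP-tagged A3G, seeded overnight at 37 deg C, then exposed to compound by pintool overnight at 37 deg C. Rise in yellow fluorescence (Ex 488/Em 500-530, Acumen) marks blocked Vif-driven A3G degradation.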
D1 potentiator = Potentiators of Human D1 Dopamine Receptor: qHTS; D(1A) dopamine receptor (Homo sapiens), P21728; HEK293 TREx D1 cells, calcium flux, dopamine EC20 potentiation; potentiation, % at 10 µM; 0.036% of 360,000 active; AID 504651, 2011; in the data active = potentiation above about 30%; note: 0% is about no effect
Target sequence (P21728 whole entry, looked up): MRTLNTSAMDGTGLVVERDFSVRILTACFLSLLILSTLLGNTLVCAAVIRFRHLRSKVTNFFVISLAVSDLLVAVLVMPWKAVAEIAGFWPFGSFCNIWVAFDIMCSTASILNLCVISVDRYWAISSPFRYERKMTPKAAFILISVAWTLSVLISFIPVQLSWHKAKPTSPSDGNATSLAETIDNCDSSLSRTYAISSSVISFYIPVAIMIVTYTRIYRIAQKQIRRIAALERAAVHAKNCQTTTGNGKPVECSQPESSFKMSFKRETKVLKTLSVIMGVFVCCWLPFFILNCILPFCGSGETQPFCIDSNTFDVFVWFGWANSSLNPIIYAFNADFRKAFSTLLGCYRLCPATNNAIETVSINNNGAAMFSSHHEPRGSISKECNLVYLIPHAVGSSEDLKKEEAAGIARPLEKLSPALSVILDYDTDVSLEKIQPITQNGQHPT
D1 ag = Allosteric Agonists of the Human D1 Dopamine Receptor: qHTS; D(1A) dopamine receptor (Homo sapiens), P21728; HEK293 T-REx D1 cells, calcium flux, agonist mode; activation, % at 2 µM; 1% of 360,000 active; AID 504660, 2011; in the data active = activation above about 30%; note: 0% is about no effect
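Tetracycline-induced HEK293 TREx D1 cells, force-coupled to calcium signalling, were dye-loaded with a no-wash calcium kit. Compound was pin-added after a 10 s baseline. Fluorescence was read kinetically at 1 cycle/s for 180 s, with calcium rises flagged as agonism.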
RXFP1 ag = qHTS Assay for Agonists of the Relaxin Receptor RXFP1. HEK293T-RXFP1 cAMP TR-FRET, 30 min; response scale: percent of porcine relaxin response, buffer zero. Potency, µM (titrated, usually from 57.5 µM), for inactives: at the top dose activation, hits mostly activators. 0.3% of 370,000 active; note: potency is the fitted concentration of half-maximal effect; % is set by controls: 0 for no effect and ±100 for the full control effect; nearly all actives have a fitted effect of over 60% in size; many of its hits are not listed in these tables
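cAMP rise read by TR-FRET after 30 min, 37C compound exposure (up to 58 uM) in RXFP1-transfected HEK293 cells with Ro 20174 present. EC50 from Hill-equation fits, with 29 nM porcine relaxin as 100% and buffer as basal.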
D1 antagonist = Antagonist of Human D 1 Dopamine Receptor: qHTS | D(1A) dopamine receptor (Homo sapiens), P21728 | HEK293 TREx D1 cells, calcium flux, dopamine EC80; stronger effect = lower value | activity change, negative = inhibition, % at 10 µM | 3.2% of 360,000 active | AID 504652, 2011; in the data active = activity change below about -30%; note: % is set by controls: 0 for no effect and ±100 for the full control effect
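After overnight tetracycline induction at 30 C, force-coupled D1 HEK293 cells took up a no-wash calcium dye at room temperature. Compounds were added and monitored 180 s, and the response to EC80 dopamine was then recorded.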
RXFP1 antagonist = qHTS Assay for Antagonists of the Relaxin Receptor RXFP1; Relaxin receptor 1 (Homo sapiens), Q9HBX9; HEK293-RXFP1, relaxin-stimulated cAMP HTRF, 30 min; stronger effect = lower value; activity change, negative = inhibition, % at 57.5 µM; 0.59% of 350,000 active;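 active = activity change of -60% or lower, but not beyond a set lower limit; inconclusive = change between -60% and -40%, or beyond the set limit; inactive = change above -40%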; note: % is set by controls: 0 for no effect and ±100 for the full control effect
Starred values were filed as active, the others as inactive; u = inconclusive; x = not tested or not shown. Unless noted, calls come from the whole dose curve; as a rule, active = well fitted curve in the direction sought with a large enough effect; inconclusive = small, poorly fitted or top-dose-only effect, or another doubt; inactive = no such curve, though single readings can be large; an effect the other way counts as inactive or inconclusive. Some of the compounds tested; the hit share may differ from the screen's.

SMILES	D2 PAM	Glioma ERSR ind	Vif-A3F inh	Vif-A3G inh	D1 potentiator	D1 ag	RXFP1 ag	D1 antagonist	RXFP1 antagonist
O=C(O)CCC(=O)Nc1ccccc1C(=O)NCCc1ccccc1	1	3%	2%	0%	-1	3	-0.3%	-23	-6
CNS(=O)(=O)c1cc(Nc2ncnc3sccc23)ccc1C	-13	-3%	-6%	-6%	-9	3	3.5%	-2	-5
CCOC(=O)C1CCN(C(=O)N(CC)CC)CC1	11	-2%	-15%	-7%	0	0	4.8%	-2	-9
Brc1cc(Br)c2nc(-c3ccc(N4CCOCC4)cc3)ccc2c1	15	1%	-6%	-10%	-1	4	u	-5	7
O=C(NNc1nc(-c2ccccc2)cs1)c1ccccc1	10	2%	-1%	-1%	-3	5	-1.4%	-12	11
Cc1ccc2oc(-c3ccco3)cc(=O)c2c1	4	-5%	3%	1%	2	4	2.5%	-7	-9
CCS(=O)(=O)c1ccc(-c2cccc(NC(=O)COc3ccc(Cl)cc3)c2)nn1	6	2%	-16%	0%	-5	3	1.6%	-7	-5
CCC1CN(S(=O)(=O)c2cc(-c3cc(C)no3)ccc2C)c2cc(Cl)ccc2O1 (configuration not stated)	-1	-3%	0%	3%	0	7	-1.1%	36	-26
O=C(COC(=O)CSc1ccc2ccccc2c1)NC1CCCC1	8	-7%	-20%	0%	-2	3	6.4%	-1	5
Cc1cccc([C@@H]2[C@@H]3C(=O)N(Cc4ccccc4)C(=O)[C@@H]3[C@]3(C)C(=O)N(c4ccc(C(F)(F)F)cc4)C(=O)N23)c1	9	2%	1%	-11%	-6	8	-0.2%	3	x
Cc1ccc(S(=O)(=O)N2CCOCC2)cc1NC(=O)CSc1nnnn1C	-1	-3%	-1%	-4%	2	3	28%	-35*	23
CN1CCN(C(=O)Cn2c(-c3cccs3)cc3cc(Cl)ccc32)CC1	9	-3%	-3%	-3%	-4	17	-1.0%	-15	-6
S=C(NCCCN1CCOCC1)N1CCN(c2nc(-c3ccccc3)cs2)CC1	6	-3%	-12%	4%	-8	88*	-1.8%	-9	-23
Cc1ccc(S(=O)(=O)N/N=C/c2ccc(C#N)cc2)cc1	8	-7%	-4%	0%	12	1	1.5%	-9	0
Cn1c(N)c(C(=O)CSc2nnc(C3CC3)n2-c2ccccc2)c(=O)[nH]c1=O	x	-4%	-5%	0%	x	x	x	x	-18
COc1ccc(CCN2C(=NC(=O)C(C)C)SC3CS(=O)(=O)CC32)cc1OC (configuration not stated)	9	-5%	1%	1%	4	1	2.9%	-6	6
CCC(C)n1c(NC(=O)c2ccccc2)c(C#N)c2nc3ccccc3nc21 (configuration not stated)	-7	-4%	32µM*	u	3	4	5.4%	-5	-21
CCOc1cc(Br)ccc1S(=O)(=O)N1CCC(C(N)=O)CC1	-3	-6%	-8%	0%	2	1	0.4%	2	3
COc1ccccc1NC(=O)CCC(=O)OCc1ccc([N+](=O)[O-])cc1	4	-2%	-5%	2%	-3	3	-0.7%	2	-8
Cc1cc(C)nc(NC(=O)COc2cc(Cl)cc(Cl)c2)n1	-17	-3%	5%	2%	-4	1	-0.6%	-10	-5
COc1ccc(-c2n[nH]c3c2CN(C(=O)c2ccc(F)cc2)CC3)cc1	3	-4%	-11%	-1%	-3	1	0.8%	4	9
CCc1ncc(CN2CCC(C(=O)Nc3ccc(-n4nc(C)cc4C)cc3)CC2)cn1	-2	-4%	-4%	1%	-5	5	2.0%	-9	-7
CCCCP(=O)(CCCC)Cc1ccccc1O	0	-2%	3%	-1%	-2	0	2.8%	-1	2
Cc1cc(C)c(NC(=O)COC(=O)C2=COCCO2)c(Cl)c1	6	-5%	0%	-5%	1	0	-0.1%	3	-13
Cc1cc(N/N=C/c2cccc([N+](=O)[O-])c2)nc(-n2nc(C)cc2C)n1	4	-3%	u	-6%	-2	1	0.4%	3	-12
CCN(CC)C(=O)C1=C(C)N(CCCOC)C(=O)C(CC(=O)NC2CCCC2)C1 (configuration not stated)	x	-3%	-4%	-4%	x	x	x	x	3
CCOc1ncccc1C(=O)OCC(=O)Nc1ccc(C(C)C)cc1	-1	0%	1%	-7%	-2	2	-2.0%	-2	-7
Cc1cccc(C(=O)O/N=C(/c2ccccc2)c2ccncc2)c1	12	-4%	5%	-1%	5	1	0.1%	-7	-11
CC(C)CN(C(=O)c1cc(=O)[nH]c2ccccc12)c1c(N)n(Cc2ccccc2)c(=O)[nH]c1=O	3	-7%	0%	3%	4	0	-0.7%	1	-15
Cc1ccc(C(=O)OC(C)C(=O)NC2CCCCC2C)cc1S(=O)(=O)N1CCOCC1 (configuration not stated)	-12	-2%	-15%	2%	1	0	9.0%	-6	13

Next section; the last 4 above are carried over.
SMILES	D2 PAM	Glioma ERSR ind	Vif-A3F inh	Vif-A3G inh	D1 potentiator	D1 ag	RXFP1 ag	D1 antagonist	RXFP1 antagonist
CCOc1ncccc1C(=O)OCC(=O)Nc1ccc(C(C)C)cc1	-1	0%	1%	-7%	-2	2	-2.0%	-2	-7
Cc1cccc(C(=O)O/N=C(/c2ccccc2)c2ccncc2)c1	12	-4%	5%	-1%	5	1	0.1%	-7	-11
CC(C)CN(C(=O)c1cc(=O)[nH]c2ccccc12)c1c(N)n(Cc2ccccc2)c(=O)[nH]c1=O	3	-7%	0%	3%	4	0	-0.7%	1	-15
Cc1ccc(C(=O)OC(C)C(=O)NC2CCCCC2C)cc1S(=O)(=O)N1CCOCC1 (configuration not stated)	-12	-2%	-15%	2%	1	0	9.0%	-6	13
O=C(CS(=O)CC(=O)Nc1ccc(Cl)cc1)NCC1OCCc2ccccc21 (configuration not stated)	-2	-4%	-5%	0%	-4	1	1.1%	6	1
CSCCC(NC(=O)c1ccccc1)C(=O)N1CCN(C(=O)c2ccccc2)CC1 (configuration not stated)	x	-3%	-1%	-1%	x	x	x	x	-1
Cc1noc(C)c1CSc1ncnc2ccccc12	10	4%	-3%	-7%	0	3	7.3%	7	13
CCOn1c(=O)c(-c2ccc(F)cc2)[n+]([O-])c2ccccc21	3	-2%	2%	3%	-6	0	1.2%	-4	-4
COc1ccc(C(=O)N/N=C/c2c(C)nn(-c3ccccc3)c2OC)cc1	x	4%	-7%	-21%	x	x	x	x	-8
Cc1cc(C)cc(NC(=O)CN(C)S(=O)(=O)c2cnc[nH]2)c1	1	-4%	-5%	-5%	-4	6	0.9%	-7	-5
O=C(CSc1nnc(CNC(=O)c2cccs2)o1)NC1CCCC1	15	-5%	-7%	0%	2	2	1.6%	2	3
O=C(Nc1ccc(C(F)(F)F)cc1)C1=NN(C2CCS(=O)(=O)C2)C(=O)CC1 (configuration not stated)	0	-1%	-5%	1%	-3	3	-0.9%	15	-4
COC(=O)C[C@H]1C[C@H]2c3cc(NS(=O)(=O)c4cccc(OC)c4)ccc3O[C@H]2[C@@H](CO)O1	x	-1%	-6%	0%	x	x	x	x	8
Cc1ccc(-c2nc(C#N)c(NCCc3ccccn3)o2)cc1	4	2%	-8%	0%	-5	0	-0.1%	6	1

Not a retest: entries from further up.
SMILES	D2 PAM	Glioma ERSR ind	Vif-A3F inh	Vif-A3G inh	D1 potentiator	D1 ag	RXFP1 ag	D1 antagonist	RXFP1 antagonist
COc1ccc(C(=O)N/N=C/c2c(C)nn(-c3ccccc3)c2OC)cc1	x	4%	-7%	-21%	x	x	x	x	-8
Cc1cc(C)cc(NC(=O)CN(C)S(=O)(=O)c2cnc[nH]2)c1	1	-4%	-5%	-5%	-4	6	0.9%	-7	-5
O=C(CSc1nnc(CNC(=O)c2cccs2)o1)NC1CCCC1	15	-5%	-7%	0%	2	2	1.6%	2	3
O=C(Nc1ccc(C(F)(F)F)cc1)C1=NN(C2CCS(=O)(=O)C2)C(=O)CC1 (configuration not stated)	0	-1%	-5%	1%	-3	3	-0.9%	15	-4
COC(=O)C[C@H]1C[C@H]2c3cc(NS(=O)(=O)c4cccc(OC)c4)ccc3O[C@H]2[C@@H](CO)O1	x	-1%	-6%	0%	x	x	x	x	8
Cc1ccc(-c2nc(C#N)c(NCCc3ccccn3)o2)cc1	4	2%	-8%	0%	-5	0	-0.1%	6	1

(list continues)
SMILES	D2 PAM	Glioma ERSR ind	Vif-A3F inh	Vif-A3G inh	D1 potentiator	D1 ag	RXFP1 ag	D1 antagonist	RXFP1 antagonist
COc1ccc(C(=O)c2ccc(CC#N)s2)cc1	-3	7%	-1%	u	-1	0	3.7%	0	-1
CC1CCN(S(=O)(=O)c2ccc3nc(Nc4cccc(F)c4)ccc3c2)CC1	-2	1%	u	-13%	-4	1	0.5%	-23	-6
CC(=O)c1cccc(N2C(=O)C3C4CCC(C4=C(C)C)C3C2=O)c1 (configuration not stated)	-2	-2%	1%	-1%	-1	0	1.1%	-4	0
CCN(C(=O)COC(=O)c1ccc(OCc2c(C)noc2C)cc1)c1ccccc1	2	0%	-5%	-7%	3	2	-0.3%	7	-1
Oc1c(C(c2ccccc2)N2CCCC2)sc2nc(-c3ccco3)nn12 (configuration not stated)	3	-3%	10%	6%	-2	1	-0.9%	x	0
Cc1ccc(CN(C)C(=O)c2ccccc2Sc2ccccc2C#N)cc1	-5	4%	-1%	2%	0	2	0.0%	-3	-6
O=C(c1ccccc1)c1coc2ccc(O)c(Cl)c12	x	14%	-13%	1%	5	111*	1.5%	75	5
